Source: PubChem BioAssay
BaF3 parental: counter-screen for JAK2V617F inhibitors: parental Ba/F3 viability inhibitors | CellTiter-Glo ATP luminescence | inhibition, % at 5.6 µM | actives 1.1% (n = 220,000);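 active = inhibition above a per-campaign cutoff, the mean inhibition of all tested compounds plus 3 SD, cut at about 27% in these data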;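 also: 0% = DMSO wells and 100% = JAK Inhibitor I control wells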
Ba/F3 V617F tox: lowers viability of Ba/F3 cells expressing EpoR and JAK2V617F; ATP luminescence; inhibition, % at 5.6 µM; actives 1.1% (n = 220,000); AID 1446;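 active = inhibition above the campaign mean plus 3 SD over all tested compounds, cut at about 24% in these data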;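 also: cytokine-independent growth of Ba/F3 cells driven by EpoR plus mutant JAK2; 0% = DMSO-treated cells and 100% = JAK inhibitor I control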
S1P4 agonist: agonists of human S1P4 receptor; activation, % at 4.98 µM; actives 0.35% (n = 220,000); O95977; S1P4-expressing cell line, agonist reporter assay; in the data active = activation above about 11%;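 also: 0% = DMSO vehicle and 100% = reference agonist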
S1P4 antagonist: antagonists of human S1P4 receptor. inhibition, % at 4.98 µM. S1P4-expressing cells, antagonist mode, reporter read-out. O95977. actives 0.26% (n = 220,000). AID 1510; in the data active = inhibition above about 29%;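 also: 0% = wells stimulated with agonist and 100% = vehicle wells without agonist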
TRPN1 ag: activates the zebrafish TRPN1 channel; actives 0.18% (n = 220,000); activation, % at 3 µM; HEK293 zebrafish TRPN1-YFP, Fluo-8 calcium fluorescence; 100% = response to 87 µM carbachol;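 active = activation above its plate's cutoff, the mean activation of test wells on that plate plus 3 SD, cut at about 19% in these data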;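 also: 0% = DMSO alone and 100% = 87 µM carbachol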
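Material: zebrafish TRPN1-YFP in HEK293 cells. Doses: one dose of 3 µM, 0.3% DMSO. Incubation: dye 1 h 37 °C plus 30 min RT. Measured by: intracellular calcium fluorescence with Fluo-8.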
PERK inh: blocks human PERK kinase | AID 1416 | CHO PERK-DD fusion, SEAP luminescence translation reporter | inhibition, % at 5.6 µM | actives 0.17% (n = 220,000) | Q9NZJ5;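 active = inhibition above the mean inhibition of all tested compounds plus 3 SD, set separately per screening campaign, cut at about 2.9% in these data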;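 also: PERK kinase domain activated by AP20187 dimerizer at 100 nM; 0% = DMSO with dimerizer and 100% = rapamycin at 8.4 µM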
TRPML3 ag: agonists of human TRPML3 channel. Q8TDD5. HEK293 TRPML3-YFP, Fluo-8 calcium fluorescence; 100% = the carbachol control signal. activation, % at 3 µM. actives 0.29% (n = 220,000);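 active = activation above its plate's cutoff, the mean activation of the plate's test wells plus 3 SD, cut at about 12% in these data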;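 also: 0% = DMSO only wells and 100% = carbachol wells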
Target sequence (Q8TDD5 whole entry, looked up): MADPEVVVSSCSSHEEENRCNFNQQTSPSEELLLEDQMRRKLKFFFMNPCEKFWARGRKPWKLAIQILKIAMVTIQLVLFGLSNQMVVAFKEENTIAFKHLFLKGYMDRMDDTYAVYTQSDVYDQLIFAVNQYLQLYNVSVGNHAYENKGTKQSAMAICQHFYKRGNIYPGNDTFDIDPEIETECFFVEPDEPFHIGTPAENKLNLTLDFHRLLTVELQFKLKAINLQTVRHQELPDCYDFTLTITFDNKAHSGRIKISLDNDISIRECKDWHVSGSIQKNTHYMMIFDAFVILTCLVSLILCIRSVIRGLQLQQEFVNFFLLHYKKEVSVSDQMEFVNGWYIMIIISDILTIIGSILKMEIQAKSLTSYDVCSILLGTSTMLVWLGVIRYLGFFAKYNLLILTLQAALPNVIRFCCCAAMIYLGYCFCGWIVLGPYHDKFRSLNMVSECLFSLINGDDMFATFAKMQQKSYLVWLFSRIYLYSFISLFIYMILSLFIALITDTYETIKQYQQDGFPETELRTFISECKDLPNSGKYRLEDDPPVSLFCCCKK
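Test system: TRPML3-YFP stable HEK293 cells. Doses: single point at 3 µM. Incubation: dye loading 1 h 37 °C then 30 min ambient, 125 s read. Signal: Fluo-8 calcium dye fluorescence, ex 470-495, em 515-575 nm. Measure: percent activation from peak-to-basal fluorescence ratio, scaled between DMSO and carbachol.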
EP2 mod: modulators of human EP2 prostaglandin E2 receptor; P43116; EP2-expressing cells, cAMP HTRF FRET, PGE2 co-stimulation; induction, % at 25 µM; actives 0.83% (n = 260,000); AID 940;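 active = compounds whose cAMP rise, as percent of the full-agonist control response, exceeds 60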;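 also: rat C6 glioma line stably carrying human EP2 under a CMV promoter; the protocol text gives 20 µM as final concentration; 100% = response of wells given 1 µM PGE2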
Target sequence (P43116 whole entry, looked up): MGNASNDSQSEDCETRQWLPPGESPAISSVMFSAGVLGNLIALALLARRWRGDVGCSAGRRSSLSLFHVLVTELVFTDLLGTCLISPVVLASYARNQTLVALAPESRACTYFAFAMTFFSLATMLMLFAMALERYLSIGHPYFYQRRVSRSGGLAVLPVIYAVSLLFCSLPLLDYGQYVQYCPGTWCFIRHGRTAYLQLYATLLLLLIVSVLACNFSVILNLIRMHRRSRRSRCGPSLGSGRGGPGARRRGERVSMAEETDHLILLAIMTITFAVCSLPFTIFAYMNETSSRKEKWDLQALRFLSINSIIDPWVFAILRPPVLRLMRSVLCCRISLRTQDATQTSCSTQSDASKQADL
m-calpain inh: inhibitors of pig calpain II. purified calpain II, fluorogenic peptide substrate, 30 min. inhibition, % at 16 µM. AID 1236. actives 0.37% (n = 220,000);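 active = inhibition above about 50%, limit read from the data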
The depositor's hits bear a star; . = no result given; & = joins results of further samples.

SMILES	BaF3 parental	Ba/F3 V617F tox	S1P4 agonist	S1P4 antagonist	TRPN1 ag	PERK inh	TRPML3 ag	EP2 mod	m-calpain inh
C#CCOCCOCCOCCNc1nc(N2CCN(C(=O)Cn3cc(CC(C)O)nn3)CC2)nc(N2CCN(C(=O)Cn3cc(CC(C)O)nn3)CC2)n1 (stereo not given)	0	-3	0.0	0	0.7	0.5	0.6	34	-17
COc1ccc(Cc2c(C)nc(N)nc2Cl)cc1	10	2	0.5	-1	-1.3	0.9	0.6	-2	14
Cc1cc2c(C)c(C)c(=O)[nH]c2cc1N	6	1	1.9	-1	-0.1	0.8	0.8	6	-462
Clc1nc(-c2ccccc2)cc(-c2ccc(Br)cc2)n1	4	-1	-1.0	-21	0.2	0.7	0.5	.	.
CCCCCCn1c(CN2CCCCC2)nc2c1c(=O)n(C)c(=O)n2C	2	-2	3.8	-10	0.3	-0.5	-0.2	.	.
Cc1cc(Cl)ccc1C(=O)C1CCCN(C(=O)c2cscn2)C1 (stereo not given)	-1	-3	-1.0	-4	-0.7	1.7	0.6	-33	10
CC1=CC(=O)C=C(C)C1=NOS(=O)(=O)c1ccccc1	48*	76*	1.4	33*	4.2	0.1	6.7	-25	-11
O=C(c1ccco1)N1CCN(c2ncnc3c2nnn3Cc2ccccc2Cl)CC1	1	0	-0.7	-6	3.0	-1.2	0.8	-21&-37	2
CC12CCC(C(=O)N(CSC(=S)N/N=C\c3ccccc3)C1=O)C2(C)C (stereo not given)	3	-3	-1.6	-10	0.4	0.1	43*	31	-11
CCn1cc(Br)c(C(=O)Nc2ccccc2C(=O)OC)n1	4	0	-2.2	9	-2.5	-0.7	-0.5	27	24
C/C(=N\Nc1ccc2nncn2n1)c1ccc(Br)s1	3	2	2.9	-7	-0.2	0.1	0.2	-20	-14
O=C(O)c1cn(Cc2ccccn2)c(=O)c2ccccc12	5	1	0.0	-18	-0.1	1.0	1.1	35	-33
Cc1cc2ncn(S(=O)(=O)c3ccc(S(=O)(=O)N4CCCCCC4)cc3)c2cc1C	9	-1	3.0	-24	-0.8	1.5	0.3	.	.
O=C(N/N=C/C=C/c1ccccc1)c1ccccc1Br	1	0	-0.3	-7	-0.3	-0.2	-0.1	-58	26
CCOC(=O)N1CCC(NC(=O)C2CCN(C(=O)c3cc4oc(C)cc4n3Cc3c(F)cccc3Cl)CC2)CC1	5	-1	-0.6	7	-2.3	0.8	-0.8	34	-3
COc1cc(/C=N/OCC(=O)Nc2ccc(OC(F)F)cc2)ccc1OCc1ccccc1	6	3	-3.5	15	2.0	-0.1	1.4	-42	27
Cc1c(Cl)cccc1NC(=O)CCC(=O)NNC(=O)c1ccccc1Cl	3	-1	-1.2	2	-1.1	-0.6	-0.8	9	-1
CCOC(=O)c1cc2c(C)n(-c3ccc(OCC)cc3)c(C)c2cc(C(=O)OCC)c1=O	3	-3	-0.8	-17	0.8	-0.5	-0.1	7	-7
COc1ccc(NC(=O)/C(=C\c2ccc3c(c2)OCO3)NC(C)=O)cc1	10	3	-0.3	0	1.5	0.8	0.5	-13	25
CC1=Nc2ccccc2/C1=C\c1sc(Nc2ccc(C)cc2)nc1O	75*	76*	0.3	15	-0.6	0.6	0.5	-83	-55
CC(C)N1CCC(N2CCN(Cc3cnc(-c4ccccc4)s3)CC2CCO)CC1 (stereo not given)	3	1	1.4	-15	0.8	-0.5	-0.1	4	-14
CCC(C)(C)n1nnnc1C(c1ccc(C)cc1)N1CCSCC1 (stereo not given)	5	3	1.8	4	-3.1	-0.3	-1.7	-6	6
N/C(=N\OC(=O)c1cccs1)c1ccccc1	1	-2	2.5	-25	0.1	1.4	0.7	-38	-9
O=C(NCc1ccccc1)C(=O)Nc1nc(-c2ccccc2)cs1	-7	2	1.6	-10	0.3	0.8	0.5	-28	-14
CC(C)Oc1ccc(/C(O)=C2/C(=O)C(=O)N(Cc3cccnc3)C2c2ccco2)cc1 (stereo not given)	1	0	-1.5	-7	0.8	-0.1	0.3	25	13
Cc1cccc(N2CC(C(=O)Nc3ccc(S(=O)(=O)N4CCOCC4)cc3)CC2=O)c1 (stereo not given)	2	4	-0.2	7	0.2	-0.1	0.7	11	22
O=C(CC1CCCCC1)NCc1cn2ccsc2n1	0	1	-1.7	-1	0.5	1.0	1.2	11	-37
C/C(=N\N1C(=O)CSC1=S)c1ccc(Br)cc1	5	-4	0.6	8	1.1	1.1	0.8	-1	-10
CCCN1CCN(C(=S)NCc2ccc(Cl)cc2)CC1	0	-3	-0.2	-21	0.7	2.0	0.7	-33	10
c1ccc(OCCn2cnc3ccccc32)cc1	5	-3	-2.2	-13	2.5	1.5	0.2	-4	0
COc1ccc(C2C3=C(CCCC3=O)Nc3nc(C(F)(F)F)nn32)cc1OC (stereo not given)	7	-1	0.0	-27	-0.4	0.3	1.0	-16	-26
O=C(/C=C/c1ccc2ccccc2n1)N1CCN(S(=O)(=O)c2ccccc2F)CC1	3	3	2.7	-10	0.7	-2.4	1.4	-37	5
COC(=O)c1cc(C)sc1NC(=S)N1CCN(CCc2ccccc2)CC1	4	4	0.8	6	0.1	0.2	1.3	20	-9
Cc1ccc(NC2CC(=O)N(Cc3ccccc3)C2=O)cc1 (stereo not given)	6	1	-1.7	-19	-0.9	-0.4	0.3	-8	-10
Cc1ccc(N=Nc2ccc(O)c(P(=O)(c3ccccc3)c3ccccc3)c2)cc1	-2	-6	0.5	3	-2.1	0.2	0.5	37	-32
CC1C(c2ccccc2)N(C)CCC12NC(=O)NC2=O (stereo not given)	4	4	-0.8	3	0.6	1.9	0.7	3	-5
COc1cccc(-n2c([S-])c(C(=O)Nc3ccc(S(=O)(=O)N4CCOCC4)cc3)[n+]3cc(C(N)=O)ccc23)c1	-6	4	0.4	12	1.2	0.3	0.9	-22	5
COc1cccc(N2CCN(C3OC(=O)c4ccccc43)CC2)c1 (stereo not given)	4	-2	-4.4	-10	0.1	-0.4	0.7	19	-16
C=CCn1c(=O)/c(=C/c2ccc(F)cc2)s/c1=C(\C#N)c1nnc2n1CCCCC2	7	1	-1.6	-14	0.7	-0.1	0.3	-9	1
O=C(CNS(=O)(=O)c1ccccc1)OCC(=O)c1ccc(OC(=O)c2ccccc2)cc1	2	-1	1.4	2	2.4	0.0	1.5	12	24
CCCCOc1cccc(C(=O)NNC(=S)NC2CCCCC2)c1	9	0	-2.2	-8	3.1	0.3	-0.7	41	15
N#CC1=C(N)Oc2cc(O)ccc2C1c1cccs1 (stereo not given)	5	-3	-0.4	-17	2.6	1.0	1.0	-23	12
CCCCC(CC)C(=O)Nc1ccc(Nc2ccccc2)cc1 (stereo not given)	5	-1	1.8	-21	-0.7	-0.2	0.7	-118	8
Fc1ccc(C2CCCN2Cc2nc(Cc3ccccc3)no2)cc1 (stereo not given)	2	-4	-1.2	-2	-1.7	1.0	0.2	23	-12
Cc1ccc(NC(=O)NC(=O)CSc2n[nH]c(N)n2)c(C)c1	-1	0	1.7	6	0.1	1.2	0.7	1	-1
CN(C)/C=N/c1nc(Sc2ccc(C(F)(F)F)cc2[N+](=O)[O-])n[nH]1	-3	0	-0.4	22	-0.2	0.7	0.7	-10	-15
Cc1nnc(SCC(=O)Nc2nc3c(s2)CC(C)CC3)s1 (stereo not given)	4	-2	1.5	8	4.5	-0.4	2.0	26	-24
CCOC(=O)c1c(-c2ccccc2)csc1N1C(=O)Nc2ccccc2N1O	9	5	-0.8	2	-1.0	0.6	0.9	13	-32
Cc1cc(C)c(S(=O)(=O)N2CCN(C)CC2)c(C)c1	7	0	0.8	0	0.4	0.4	0.3	12	-5
CC(C)NS(=O)(=O)c1ccc(CCC(=O)N2CCCCC2)cc1	6	0	0.8	8	1.5	-0.1	0.6	-34&-5	15
Additional compounds follow.
SMILES	BaF3 parental	Ba/F3 V617F tox	S1P4 agonist	S1P4 antagonist	TRPN1 ag	PERK inh	TRPML3 ag	EP2 mod	m-calpain inh
CC(=O)c1cccc(NC(=S)NC(=O)CC(C)(C)C)c1	0	-3	-3.9	-16	2.6	2.0	0.0	-28	1
CCSc1nnc2c(Cl)cc(Cl)cn12	4	-1	-0.4	-5	-1.6	0.0	0.4	-2	16
Cn1cc(/C=C/C(=O)N2CCCC(C(=O)c3ccc(C(F)(F)F)cc3)C2)cn1 (stereo not given)	9	1	3.1	-6	0.5	0.3	0.5	-4	7
CCC/C(O)=C1\C(=O)CC(c2ccccc2)CC1=NCCc1c(C)[nH]c2ccc(C)cc12 (stereo not given)	12	7	2.4	3	0.2	0.6	0.2	-4	28
CCCC(=O)NC(=S)N1CCN(c2ccc([N+](=O)[O-])cc2)CC1	2	-2	1.1	-10	-0.9	-0.3	0.4	-26	24
Cc1cc(C)c(C(=O)c2ccc(C(=O)N(C(C)C)C(C)C)cc2)c(C)c1	0	-3	-2.4	10	-2.1	-0.6	18*	-8	3
Cn1nc(Cc2n[nH]c(=S)n2C)c2ccccc2c1=O	-1	-3	-1.8	3	0.8	1.4	0.7	20	-20
O=C(NCCN1CCC(Cc2ccccc2)CC1)C1CCN(S(=O)(=O)N2CCC3(CC2)OCCO3)CC1	8	-1	0.4	-5	-0.7	1.4	0.8	-31	-21
CCCCOc1ccc(Cl)cc1CSc1nnc(C)n1N	2	2	0.8	2	-1.6	0.3	-0.8	-6	2
CCOC(=O)c1cc([N+](=O)[O-])sc1N	7	5	1.9	7	0.2	0.5	0.3	-6	8

S1P4 antagonist: entries above that show a hit.
smiles | S1P4 agonist | S1P4 antagonist | PERK inh | TRPML3 ag | EP2 mod | m-calpain inh
CC1=CC(=O)C=C(C)C1=NOS(=O)(=O)c1ccccc1 | 1.4 | 33* | 0.1 | 6.7 | -25 | -11

Other structures:
SMILES	BaF3 parental	Ba/F3 V617F tox	S1P4 agonist	S1P4 antagonist	TRPN1 ag	PERK inh	TRPML3 ag	EP2 mod	m-calpain inh
CCCS(=O)(=O)N1CCCC(C(=O)N2CCN(c3ccccn3)CC2)C1 (stereo not given)	3	5	0.2	-7	-0.2	-2.0	-0.1	-13	-23
O=C(NCCc1ccccn1)c1ccc(NS(=O)(=O)c2ccc(F)cc2)cc1	1	-3	0.0	-6	0.0	0.1	-0.8	9	-15
Cn1nnnc1SCC(=O)N1CCN(C(c2ccccc2)c2ccccc2)CC1	2	0	0.2	-19	-1.3	-0.7	-1.5	11	-6
COc1ccc(NC(=O)CSc2nnc(-c3cccnc3)n2Cc2ccco2)c(OC)c1	11	1	0.6	-19	0.9	-0.5	-0.4	-10&-22	2
CCOc1ccc(NC(=O)Nc2cccn(Cc3ccccc3)c2=O)cc1	10	2	38*	-10	2.9	-1.0	2.6	13	-12
CCCCC(=O)NC(NC(=O)CCCC)c1ccc(OCC(C)C)c(OC)c1	3	0	1.6	-14	-0.1	0.2	1.0	11	-9
COc1ccc(Br)cc1/C=C\C(=O)NCc1cccnc1	5	1	3.1	-6	-0.7	-0.1	-0.4	-79	-59
CCOC(=O)N1CCN(S(=O)(=O)c2cccc3nonc23)CC1	4	2	1.4	-12	1.0	-0.3	0.4	-7	-8

Single values from above.
`Cc1cc(C)c(S(=O)(=O)N2CCN(C)CC2)c(C)c1` in TRPML3 ag is entered as 0.3
`Cc1ccc(N=Nc2ccc(O)c(P(=O)(c3ccccc3)c3ccccc3)c2)cc1` in S1P4 agonist is entered as 0.5
`Cc1c(Cl)cccc1NC(=O)CCC(=O)NNC(=O)c1ccccc1Cl` in TRPML3 ag is entered as -0.8
`O=C(/C=C/c1ccc2ccccc2n1)N1CCN(S(=O)(=O)c2ccccc2F)CC1` in TRPML3 ag is entered as 1.4
